Screens deposited in PubChem by several laboratories.
PPARg SRC-2 ag = PPARgamma-driven SRC-2 recruitment agonism | activation, % at 8 µM | P37231 | PPARgamma LBD-SRC-2 recruitment, biochemical | 200,000 tested, 0.34% active; in the data active = activation above about 22%;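 note: 0% = vehicle and 100% = reference agonist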
ROMK primary = modulates human ROMK potassium channel activity. P48048. Tet-inducible ROMK, thallium flux fluorescence; actives lie on both sides. B-score at 10 µM. 130,000 tested, 2% active;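 active = signal ratio slope over the read window, or its plate-corrected B-score, at least 3 SD from the plate mean, either direction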;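 note: B-score of the F/F0 ratio slope over 7 to 12 s after thallium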
Target sequence (P48048 whole entry, looked up): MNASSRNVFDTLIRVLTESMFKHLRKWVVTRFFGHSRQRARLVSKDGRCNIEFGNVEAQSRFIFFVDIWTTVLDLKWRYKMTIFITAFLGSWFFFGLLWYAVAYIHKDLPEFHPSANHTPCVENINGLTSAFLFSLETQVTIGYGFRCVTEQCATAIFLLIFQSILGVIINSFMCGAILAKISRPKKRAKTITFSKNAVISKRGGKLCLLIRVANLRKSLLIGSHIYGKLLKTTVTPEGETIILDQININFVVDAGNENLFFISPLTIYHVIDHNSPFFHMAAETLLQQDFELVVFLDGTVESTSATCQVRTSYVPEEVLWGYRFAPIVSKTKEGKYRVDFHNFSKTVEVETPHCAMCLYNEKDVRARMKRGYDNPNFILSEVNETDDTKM
G6PDH counter = inhibits Leuconostoc G6PDH, flagging false hits in G6PDH-based assays; Purified L. mesenteroides G6PDH, diaphorase/resazurin coupled fluorescence, 45 min; inhibition, % at 5 µM; 200,000 tested, 0.12% active; in the data active = inhibition above about 50%
PPARg SRC-1 ag = PPARgamma-driven SRC-1 recruitment agonism; P37231; PPARgamma-SRC-1 coactivator recruitment biochemical assay; activation, % at 8 µM; 200,000 tested, 0.41% active; AID 631; in the data active = activation above about 19%;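 note: 0% = DMSO and 100% = reference agonist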
S1P3 antag = antagonists of human S1P3 receptor | inhibition, % at 4.98 µM | CHO S1P3 NFAT-BLA reporter, FRET fluorescence, antagonist mode | Q99500 | AID 485 | 170,000 tested, 0.27% active;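 active = inhibition above the plate cutoff, the mean inhibition of test wells on that plate plus 3 SD, cut at about 28% in these data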;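 note: cells challenged with S1P at its EC80 of 0.8 µM; blue over green emission ratio from cleaved BLA substrate after 4 h stimulation; 0% = S1P-stimulated wells and 100% = unstimulated DMSO-only wells; some compounds past the cut are filed as inactive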
Target sequence (Q99500 whole entry, looked up): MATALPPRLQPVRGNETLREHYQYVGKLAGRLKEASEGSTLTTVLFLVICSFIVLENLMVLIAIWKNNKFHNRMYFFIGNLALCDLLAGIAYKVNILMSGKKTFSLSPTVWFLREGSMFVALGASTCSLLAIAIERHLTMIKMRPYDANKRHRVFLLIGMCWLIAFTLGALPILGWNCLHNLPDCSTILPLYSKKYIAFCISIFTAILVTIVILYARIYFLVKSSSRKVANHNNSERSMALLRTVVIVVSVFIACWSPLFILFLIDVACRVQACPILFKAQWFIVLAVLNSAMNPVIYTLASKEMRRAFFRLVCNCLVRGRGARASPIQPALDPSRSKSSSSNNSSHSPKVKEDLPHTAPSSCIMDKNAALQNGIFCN
PPARg SRC3 recr = agonists of human PPARgamma SRC-3 coactivator recruitment; biochemical PPARgamma/SRC-3 coactivator recruitment assay; AID 731; 200,000 tested, 0.26% active; P37231; activation, % at 8 µM; in the data active = activation above about 23%;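 note: 0% = DMSO and 100% = reference agonist; some compounds past the cut are filed as inactive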
Diaph inh CS = counter-screen for diaphorase-based assays: diaphorase inhibitors and chemical oxidizers | AID 1217 | 190,000 tested, 0.69% active | diaphorase resazurin-to-resorufin fluorescence, NADH, 16 min; bacterial (C. kluyveri) enzyme, not human | inhibition, % at 20 µM;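 active = primary screen inhibition at 20 µM above a set limit, cut at about 50% in these data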;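 note: plate controls were DMSO with full reaction for no effect and wells lacking NADH for full effect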
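Benchmarks: positive control wells lacking NADH, neutral wells with DMSO only. System: bacterial diaphorase enzyme (C. kluyveri). Input: 0.14 U/mL diaphorase, enzyme working solution. Detection: resorufin fluorescence, excitation 544 nm, emission 590 nm. Times: 16-min room-temperature incubation before reading.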
TR-FRET SRC-2 ct = counter-screen for PPARgamma SRC-2 recruitment agonists: TR-FRET artefact. hits give high values. TR-FRET ratio at 8 µM. 200,000 tested, 0.4% active. AID 1049; in the data active = TR-FRET ratio above about 2000; note: inactives centre near 1500
PMI act = phosphomannose isomerase (human) activation | P34949 | purified human PMI, coupled resazurin fluorescence, 20 min; hits give high values; 1 = vehicle control, 0 substrate-free wells | activation factor at 20 µM | 190,000 tested, 0.005% active | AID 1214;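 active = activation factor of 2 or more at 20 µM, relative to plate controls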
Diaphorase act = activates diaphorase or chemically reduces, flagging diaphorase assay artifacts; Diaphorase/resazurin coupled assay, resorufin fluorescence, 16 min; hits give high values; 1 = vehicle wells, 0 = NADH-free wells; activation factor at 20 µM; 190,000 tested, 0.005% active;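 active = diaphorase activity raised at least twofold by the compound at 20 µM; inactive = activation factor below 2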
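Test system: Clostridium kluyveri diaphorase, purified enzyme. Buffer or medium: 50 mM HEPES pH 7.4 buffer plus MgCl2 and Tween 20. Also added: 0.114 mM NADH and 0.1 mM resazurin, final amounts. Dosing: compound 20 µM once, DMSO 1%. Schedule: 16 min enzyme reaction, ambient temperature. Detection: fluorescence of resorufin, 544 nm excitation, 590 nm emission.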
PMI act hi M6P = increases human PMI activity with near-saturating mannose 6-phosphate; P34949; coupled PMI enzyme assay, resazurin fluorescence, 20 min; hits give high values; 1 = untreated enzyme, 0 = substrate-free blank; activation factor at 20 µM; 190,000 tested, 0.34% active; AID 1216;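 active = activation factor of 2 or more at 20 µM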
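test system = human PMI in coupled enzyme assay | medium = HEPES-buffered pH 7.4 with magnesium and detergent | also added = 1.0 mM mannose-6-phosphate substrate with 0.22 mM NADP+ | compound = 20 µM single dose | times = 20 min incubation at room temperature | measured by = resorufin fluorescence (Ex 544/Em 590 nm) from resazurin via diaphorase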
Starred values were filed as active, the others as inactive; · = no result given.

SMILES	PPARg SRC-2 ag	ROMK primary	G6PDH counter	PPARg SRC-1 ag	S1P3 antag	PPARg SRC3 recr	Diaph inh CS	TR-FRET SRC-2 ct	PMI act	Diaphorase act	PMI act hi M6P
Cc1cc(C)cc(NC(=O)CSc2nncn2-c2ccccn2)c1	3	-0.56	17	-4	4	-2	11	1613	0.9	0.9	1
Cc1c(NC(=O)/C(C#N)=C/c2ccc(-c3cc(Cl)ccc3Cl)o2)c(=O)n(-c2ccccc2)n1C	10	·	14	-5	-3	4	15	1583	0.8	0.8	0.9
CCN(C(=O)CSc1nnc(NC2CCCCC2)s1)C1CCS(=O)(=O)C1 (stereo not given)	3	0.52	2	5	·	5	10	1418	1	0.9	1
Cc1ccc(OCCOC(=O)CCc2nc3ccccc3c(=O)[nH]2)cc1	0	0.35	14	0	-22	2	5	1579	1	0.9	1
CCC(Sc1ccccc1C(=O)O)C(=O)O (stereo not given)	8	-0.18	8	2	·	2	3	1609	1	1	1.1
CN1N=C(C(=O)N2CCc3c([nH]c4ccccc34)C2c2c(F)cccc2Cl)CCC1=O (stereo not given)	-8	0.76	22	2	9	4	19	1628	0.9	0.8	0.9
N/C(=N\OC(=O)c1ccco1)c1cccc([N+](=O)[O-])c1	-6	0.59	13	-4	0	3	-5	1351	1	1	1
Cc1cc2c(cc1C)N(C(=O)CN1C(=O)c3ccccc3C1=O)C(C)(C)c1ssc(=S)c1-2	9	-0.29	13	1	·	3	7	1546	1.1	0.9	1
C/C=C/c1ccc(OCC(=O)OCC(=O)NC2CC2)c(OC)c1	0	0.48	8	5	-7	0	9	1303	1	0.9	0.9
Cc1ccc(NC(=S)Nc2cc(-c3ccccc3)[nH]n2)cc1Cl	-5	0.17	9	-7	-12	-2	8	1628	0.8	0.9	0.9
CCCC(=O)NC(c1ccc(OC)c(OC)c1)c1cc(Cl)c2cccnc2c1O (stereo not given)	-3	0.39	15	-1	0	0	35	1651	0.9	0.6	0.5
CC(=O)N1CCc2c(sc(NC(=O)c3ccc4c(c3)OCCO4)c2C#N)C1	4	·	-29	6	-8	8	14	1623	0.8	0.9	0.8
O=C(CC1C(=O)NCCN1Cc1cccc(Oc2ccccc2)c1)NCC1CCOCC1 (stereo not given)	4	·	12	5	-3	6	22	1545	1	0.8	0.7
CC1=C/C(=N\NC(=S)NCCc2ccccc2)CC(C)(C)C1	-11	-2.4	-3	-10	0	6	16	1435	1	0.8	1
CCc1ccc(C(C)NC(=O)c2ncn[nH]2)cc1 (stereo not given)	-7	0.33	4	-1	2	4	7	1432	1.1	0.9	1
CCN(CC)C(=O)Cn1cnc([N+](=O)[O-])n1	-3	0.43	4	8	·	15	20	1687	0.9	0.8	0.8
O=C(CSc1ccc(-c2cccs2)nn1)Nc1ccccc1F	12	-0.18	2	4	-18	6	-1	1621	1	1	1
Cc1ccc(-c2noc(CN(C(=O)CCN3C(=O)c4ccccc4C3=O)C(C)C)n2)cc1	6	-0.21	0	0	6	-4	22	1445	0.8	0.8	0.8
O=C(C[n+]1ccccc1)N1c2ccccc2Sc2ccccc21	5	0.18	5	8	13	3	44	1658	1	0.6	1
Cc1ccc(C(=O)ON=C2CCN(c3ccc([N+](=O)[O-])cc3)CC2)cc1	2	·	-1	-1	·	-1	17	1632	0.8	0.8	0.8
O=C(CN1C(=O)/C(=C\c2ccc(F)cc2)Oc2ccccc21)N1CCN(c2ccccn2)CC1	5	0.43	-24	5	-2	3	1	1589	0.9	1	1.1
Cc1nc(SCC(=O)N2CCN(C(=O)c3ccco3)CC2)c2c(C)c(C)sc2n1	3	·	-3	3	-6	5	9	1552	1	0.9	1.1
Cc1ccc(-c2nn(-c3ccccc3)cc2C(=O)Nc2cccc(S(=O)(=O)N3CCOCC3)c2)cc1	-5	·	-15	-2	1	-4	17	1467	0.9	0.8	1
COc1ccc(OC)c(C(=O)CSc2nnc(-c3cccnc3)n2C)c1	-5	·	9	-1	1	-3	12	1499	1	0.9	1.1
CCOC(=O)C1CCCN(c2c(N3CCc4ccccc4C3)c(=O)c2=O)C1 (stereo not given)	4	·	8	-2	3	-16	21	1477	1	0.8	1

Single entries from above:
In S1P3 antag, CC1=C/C(=N\NC(=S)NCCc2ccccc2)CC(C)(C)C1 is entered as 0
In Diaphorase act, CC(=O)N1CCc2c(sc(NC(=O)c3ccc4c(c3)OCCO4)c2C#N)C1 is entered as 0.9

Just PPARg SRC-2 ag, for some of the entries so far:
structure	PPARg SRC-2 ag
CN1N=C(C(=O)N2CCc3c([nH]c4ccccc34)C2c2c(F)cccc2Cl)CCC1=O (stereo not given)	-8
CCN(C(=O)CSc1nnc(NC2CCCCC2)s1)C1CCS(=O)(=O)C1 (stereo not given)	3

An excerpt of these results, with values under each structure.
Every second line gives: PPARg SRC-2 ag | ROMK primary | G6PDH counter | PPARg SRC-1 ag | S1P3 antag | PPARg SRC3 recr | Diaph inh CS | TR-FRET SRC-2 ct | PMI act | Diaphorase act | PMI act hi M6P
O=C(CC1C(=O)NCCN1Cc1cccc(Oc2ccccc2)c1)NCC1CCOCC1 (stereo not given)
 : 4 | · | 12 | 5 | -3 | 6 | 22 | 1545 | 1 | 0.8 | 0.7
CC1=C/C(=N\NC(=S)NCCc2ccccc2)CC(C)(C)C1
 : -11 | -2.4 | -3 | -10 | 0 | 6 | 16 | 1435 | 1 | 0.8 | 1
CCc1ccc(C(C)NC(=O)c2ncn[nH]2)cc1 (stereo not given)
 : -7 | 0.33 | 4 | -1 | 2 | 4 | 7 | 1432 | 1.1 | 0.9 | 1
CCN(CC)C(=O)Cn1cnc([N+](=O)[O-])n1
 : -3 | 0.43 | 4 | 8 | · | 15 | 20 | 1687 | 0.9 | 0.8 | 0.8
O=C(CSc1ccc(-c2cccs2)nn1)Nc1ccccc1F
 : 12 | -0.18 | 2 | 4 | -18 | 6 | -1 | 1621 | 1 | 1 | 1
Cc1ccc(-c2noc(CN(C(=O)CCN3C(=O)c4ccccc4C3=O)C(C)C)n2)cc1
 : 6 | -0.21 | 0 | 0 | 6 | -4 | 22 | 1445 | 0.8 | 0.8 | 0.8

Additional records.
SMILES	PPARg SRC-2 ag	ROMK primary	G6PDH counter	PPARg SRC-1 ag	S1P3 antag	PPARg SRC3 recr	Diaph inh CS	TR-FRET SRC-2 ct	PMI act	Diaphorase act	PMI act hi M6P
Cc1cc(Cl)ccc1NC(=S)NCCC(c1ccccc1)c1ccccc1	-5	·	-15	4	·	5	22	1456	0.9	0.8	0.9
CCCCP(=O)(c1ccccn1)c1ccccn1	2	0.32	12	4	·	8	10	1392	1	0.9	0.9
COCCNC(=O)CN(C(=O)Cn1nnc2ccccc21)c1cc(C)cc(C)c1	-1	-0.77	-1	-2	-1	-2	6	1439	1	0.9	1.1
CCNC(=O)CC1SC(=Nc2cccc3ccccc23)N(C)C1=O (stereo not given)	9	-1.2	1	9	7	-1	12	1670	0.9	0.9	0.7
CNC(=O)c1ccc2nc(NC(C)=O)sc2c1	-8	-0.088	-16	-6	10	-8	14	1465	0.9	0.9	0.9
CC(C)(CNS(=O)(=O)c1ccc(Cl)cc1)N1CCCCC1	-1	·	6	8	24	-4	6	1538	0.9	0.9	0.9
CCOc1ccc2nc(NC(=O)CSc3ccccc3)sc2c1	19	0.35	-5	7	·	13	14	1607	1	0.9	1
CCOc1ccccc1N1CCN(C(=O)Nc2ccc(Cl)c(Cl)c2)CC1	3	·	6	6	·	0	-5	1582	1.1	1	1
CC1CCN(c2nc3ccccn3c(=O)c2C=O)CC1	7	0.31	1	-6	3	4	21	1523	1	0.8	1
COc1ccc(C(C(=O)NC2CCCCC2)N(C(=O)c2ccco2)c2ccc(-n3cnnn3)c(C)c2)cc1 (stereo not given)	2	-1.3	·	-5	·	-4	·	1316	·	·	·
CCOc1ccccc1NC(=O)Cn1nnc(C(=O)Nc2ccc(C)cc2)c1N	-5	·	-20	2	14	-12	15	1485	0.9	0.8	0.9
O=C(OCc1nc2ccc(Cl)cc2n1CCO)c1ccc2c(c1)OCO2	6	-0.28	6	13	-1	12	-5	1802	1.1	1.1	1
CC(C)c1[nH]c(=O)c(C#N)c2c1CSC(C)(C)C2	16	-1.5	-3	13	·	10	11	1522	1	0.9	1
Cc1nc2cc(N3CCOCC3)c(NC(=O)C3CC3)cc2c(=O)n1Cc1ccccc1	-1	·	1	-2	-10	-3	25	1598	1	0.8	1
Cc1cc(NC(=O)Cn2nc(-c3ccccc3F)ccc2=O)ccc1-n1cnnn1	-10	·	7	9	19	-9	-2	1662	1	1	1
Nc1nc(SCc2ccc(Cl)c(Cl)c2)n[nH]1	3	-0.83	2	4	11	-6	2	1440	1	1	1
O=C(NCCc1ccc(F)cc1)N1CCOCC1	3	·	9	3	-33	1	5	1527	1	0.9	1
COc1cc(NC(=O)C2CCCN2C(=O)OCc2ccccc2)cc(OC)c1 (stereo not given)	-1	-0.24	-15	2	1	-1	14	1702	0.9	0.9	0.9
Brc1ccc(CSc2ccc3nnc(-c4cccnc4)n3n2)cc1	-3	0.26	-4	5	-22	2	27	1510	1	0.7	1
CCC(C)NCCOCCOc1ccc(C)cc1OC (stereo not given)	6	0.23	0	9	-11	0	6	1561	1.1	0.9	1
O/N=C/c1cc(Br)cc(Br)c1OCc1ccccc1	3	0.85	-21	1	·	-1	31	1571	0.8	0.7	0.8
O=C(Nc1nnc(-c2ccccc2F)s1)C1CCN(S(=O)(=O)c2ccc(Cl)cc2)CC1	-5	·	-20	1	-8	-8	13	1462	0.9	0.9	0.9
O=C1C2CCCCC2C(=O)N1Cc1ccccc1 (stereo not given)	3	0.0066	17	0	-2	-2	27	1724	0.9	0.7	0.9
CCc1ccc(N=c2c([N+](=O)[O-])nn(-c3ccccc3)n2O)cc1	7	-0.17	-2	4	·	6	14	1429	0.9	0.9	1
COc1ccc(OC)c(Nc2cc(C(=O)NCCCN3CCOCC3)c3ccccc3n2)c1	9	-1.5	-2	3	-11	-4	10	1655	1	0.9	0.9
COC(=O)COc1cccc(NC(=O)c2ccc(Cl)cc2)c1	7	0.23	8	-2	-10	1	12	1520	1	0.9	1
C/C(CCCO)=N/Nc1ccc([N+](=O)[O-])cc1[N+](=O)[O-]	8	-1.6	5	9	0	5	-1	1730	1	1	1.1
COc1ccccc1CN(C)CC(=O)Nc1ccc(Cl)cc1F	1	-1	6	11	-16	-2	18	1742	0.9	0.8	0.9
